Screens (PubChem BioAssay)
FEN1 inh: blocks human flap endonuclease 1 | Recombinant FEN1 flap cleavage, fluorescence, 15 min | AID 588795 | Potency, µM (series often up to 114 µM), for the others: top-dose activity change, negative = inhibition, hits mostly inhibitors | 390,000 compounds, 0.35% hits; further: nearly all actives have a fitted effect of over 65% in size
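Enzyme 10 nM, 15 min RT preincubation with compound; start with substrate 50 nM final; reads at 0 and 15 min; qHTS titration, four-parameter Hill fit.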
KAT2A inh: GCN5L2 (KAT2A) acetyltransferase inhibition. Q92830. GCN5L2 HAT assay, ThioGlo1 CoA-SH fluorescence. Potency, µM (doses to about 58.9 µM), inactives show top-dose activity change, negative = inhibition, most hits filed as inhibitors. 390,000 compounds, 0.21% hits
Target sequence (Q92830 whole entry, looked up): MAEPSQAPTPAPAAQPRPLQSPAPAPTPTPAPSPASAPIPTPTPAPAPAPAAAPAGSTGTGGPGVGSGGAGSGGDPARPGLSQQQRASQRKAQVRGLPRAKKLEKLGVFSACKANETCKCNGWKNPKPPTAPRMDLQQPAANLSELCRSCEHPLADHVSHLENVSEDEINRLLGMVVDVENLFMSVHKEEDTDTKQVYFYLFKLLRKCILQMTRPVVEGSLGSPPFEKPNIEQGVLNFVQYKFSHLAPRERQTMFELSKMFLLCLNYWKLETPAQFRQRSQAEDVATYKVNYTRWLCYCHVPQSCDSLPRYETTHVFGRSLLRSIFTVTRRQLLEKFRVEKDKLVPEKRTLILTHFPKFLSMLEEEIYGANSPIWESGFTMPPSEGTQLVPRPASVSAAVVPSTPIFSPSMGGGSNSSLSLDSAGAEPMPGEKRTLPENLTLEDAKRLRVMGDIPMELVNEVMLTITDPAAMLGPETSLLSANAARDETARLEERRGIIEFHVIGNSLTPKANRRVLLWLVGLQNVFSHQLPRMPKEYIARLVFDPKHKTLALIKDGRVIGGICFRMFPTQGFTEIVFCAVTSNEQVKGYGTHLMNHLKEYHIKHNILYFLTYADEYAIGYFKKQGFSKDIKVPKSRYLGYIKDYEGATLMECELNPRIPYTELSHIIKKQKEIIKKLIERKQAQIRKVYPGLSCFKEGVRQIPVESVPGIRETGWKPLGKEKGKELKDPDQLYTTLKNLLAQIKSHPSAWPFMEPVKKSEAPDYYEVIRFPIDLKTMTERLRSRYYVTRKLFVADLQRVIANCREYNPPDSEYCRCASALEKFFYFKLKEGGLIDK
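qHTS, 1536-well. 20nM enzyme, pH 7.5 HEPES/EDTA/Tween-20 buffer; 15 min compound preinc., RT. Start: 75uM H3(1-25), 70uM AcCoA, 50uM ThioGlo1. Read Ex340/Em540 at t=0 (autofluorescence flag) and t=20 min.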
N370S GC: inhibits or activates N370S mutant glucocerebrosidase; N370S GC spleen homogenate, 4MU-glucoside fluorescence; P04062; 330,000 compounds, 0.092% hits; AID 2101; Potency, µM (highest dose often 59.4 µM), for the others: at the highest dose activity change, negative = inhibition, actives largely listed as inhibitors;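 further: 0% = full enzyme activity and -100% = no enzyme basal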
* hit, by the source's call; ? = inconclusive; / = no result given; & = joins results of further samples; [ ] = another dose, or the depositor's remark. The call rests on the fitted dose curve; in most records, active means well fitted curve in the direction sought with a large enough effect; inconclusive means small, poorly fitted or top-dose-only effect, or another doubt; inactive means no such curve, though single readings can be large; an effect the other way counts as inactive or inconclusive. Unless noted, on the % scale 0 is the no-effect control and ±100 the full control effect; potency means the concentration at half of the fitted maximal effect. Not all compounds are listed; the hit share may differ from the screen's.

SMILES | FEN1 inh | KAT2A inh | N370S GC
CCOc1ccc(OCC)c(Nc2ccc3cc(S(=O)(=O)N4CCCC4)ccc3n2)c1 | -7% | 4% | /
Cc1c(/C=N\NC(=O)C2COc3ccccc3O2)c2ccccc2n1C (stereo not given) | -6% | -22% | ?
CCOC(=O)[C@@H]1[C@H]2COc3ccccc3[C@@H]2N2C(=O)N(c3cccc(F)c3)C(=O)[C@@]12C | -13% | -5% | /
COC(=O)[C@H](Cc1ccccc1)NC(=O)N1CCCCC1C (stereo not given in full) | 6% | -2% | 1%
COc1ccc(NC(=O)c2cc(-c3ccccc3Cl)on2)cc1 | -14% | -3% | 0%
Cc1ccccc1NC(=O)Cn1nnc(-c2ccc(N3CCOCC3)cc2)n1 | -4% | 1% | 4%
COC(=O)c1ccc(S(=O)(=O)N2CCC(O)CC2)n1C | 2% | -1% | 21%
COc1ccccc1CNC(=O)CCNS(=O)(=O)c1cccc2nsnc12 | -2%&5% | 1%&-4% | 0%
CCC(CC)NC(=O)CSc1ccc(S(=O)(=O)N2CCOCC2)cn1 | -15% | -9% | /
O=C(NCCCN1CCCC1)c1ccc2c(c1)N(Cc1ccccc1)CCS2 | -4% | -7% | 17%
Cc1ccc(S(=O)(=O)N2CCC(N3CCC(C)CC3)CC2)cc1 | -4% | -7% | -20%
CC(C)C(NC(=O)C1CCCCC1)C(=O)NC1CCN(Cc2ccccc2)CC1 (stereo not given) | / | -1% | 10%
CCN1C(=O)/C(=C\c2nc3ccccc3c(=O)n2-c2ccccc2)c2ccccc21 | -6% | -3% | 17%
CCOC(=O)CNC(=O)N1CCCC(CNS(=O)(=O)c2cccs2)C1 (stereo not given) | 0% | 1% | 15%
CC[C@]12c3[nH]c4cc(-c5ccco5)ccc4c3CCN1C(=O)[C@@H](CC(=O)NCc1ccco1)C[C@@H]2C(=O)N1CCN(C(=O)C2CC2)CC1 | -5% | -11% | /
CC[C@H](C)[C@H](NC(=O)[C@H](CCC(=O)O)NC(=O)CNC(=O)[C@@H](NC(=O)[C@@H]1CCCN1C(=O)[C@@H](NC(=O)[C@@H]1CCCN1C(=O)[C@@H]1CCCN1C(=O)[C@H](CC(N)=O)NC(=O)[C@H](CC(N)=O)NC(=O)[C@@H](NC(=O)[C@H](CCSC)NC(=O)[C@H](Cc1c[nH]c2ccccc12)NC(=O)CNC(=O)[C@@H](NC(=O)[C@H](CCC(N)=O)NC(=O)[C@@H](N)CCC(=O)O)[C@@H](C)CC)[C@@H](C)O)[C@@H](C)CC)C(C)C)C(=O)O | / | 25% | -3%
O=C(O)Cn1nnn(-c2ccccc2)c1=S | -10% | / | -21%
Cc1cc(N=Cc2cc(Br)ccc2O)no1 | 7% | -7% | 11%
CCN(CC)C(=O)[C@H]1C[C@H](CC(=O)NCC23CC4CC(CC(C4)C2)C3)C(=O)N2CCc3c([nH]c4cc(-c5ccco5)ccc34)[C@]12C | -17% | 0% | /
[N-]=[N+]=N[C@@H](CCN1CC[C@H](NC(=O)OCc2ccccc2)CCC1=O)c1ccccc1 | 2%&-15% | -1% | -1%
O=C(CSc1nc2ccccc2o1)Nc1nncs1 | -12% | 0% | -2%
Cc1c(CCC(=O)NC2CC2)c(=O)oc2c(C)c(O)ccc12 | -4% | ? | ?
O=S(=O)(NCCSc1ccccc1)c1cccs1 | -9% | -21% | 3%
COc1ccc(CNC(=O)CCCc2cn(C)c3ccccc23)c(OC)c1 | -19% | -8% | /
Cc1ccccc1C(=O)Nc1nc2n(n1)C(c1ccccc1)CC(=O)N2 (stereo not given) | -3% | 1% | 8%
CCN(CC)CCCN(C(=O)Cn1nnc(-c2ccc(OC)c(OC)c2)n1)C(C(=O)NC(C)(C)C)c1ccc(F)cc1 (stereo not given) | 15% | -2% | 3%
Cc1c(NC(=O)CN2CCCc3ccccc32)c(=O)n(-c2ccccc2)n1C | -2% | -3% | -9%[2.35 µM]
COc1ccc(Cc2nc3c4c(ncn3n2)Oc2ccc3ccccc3c2C4c2ccc(OC)c(OC)c2)cc1 (stereo not given) | -1% | -15% | 4%
COc1ccc(-n2c(SCC(=O)N3CCCCC3)nc(O)cc2=O)cc1 | 0% | -8% | -9%
CSc1nnc([C@H](C)NC(=O)OC(C)(C)C)o1 | 0% | 1% | -10%
COc1cc(-c2nnc(NC(=O)C3=COCCO3)o2)cc(OC)c1OC | 12% | 0% | -17%
CC(C)c1ccc(CCNC(=O)CCNC(=O)c2ccc(Br)cc2)cc1 | -2% | -2% | -21%
CCOC(=O)c1cccc(NC(=O)NCc2ccc3c(c2)CCN3C(=O)CC)c1 | 5% | 3% | /
CCC(=O)Nc1ccc(NC(=S)NC(=O)c2cc3ccccc3o2)cc1 | -4% | 4% | 6%
Cc1ccc(CNC(=O)NC23CC4CC(CC(C4)C2)C3)cc1 | 1% | -3% | 16%
Cc1c(Cl)cccc1NC(=S)NCCc1ccccn1 | 6% | 3% | -7%
COc1ccccc1NC(=O)CN(c1ccccc1F)S(C)(=O)=O | 5% | 1% | 4%
CCN(C(=O)CCCC(=O)N(CC)c1ccccc1)c1ccccc1 | 7% | 4% | 15%
O=C(NNC(=O)c1cc(Br)ccc1O)c1csc(N2CCOCC2)n1 | 11% | -3% | /
CC(NC(=O)[C@H](NC(=O)[C@@H]1Cc2ccccc2CN1)c1ccccc1)c1ccccc1 (stereo not given in full) | -11% | 1% | -23%

Single records, from the list above. Order of screens: FEN1 inh, KAT2A inh, N370S GC
Shown for O=C(NNC(=O)c1cc(Br)ccc1O)c1csc(N2CCOCC2)n1 → 11%, -3%, /
Shown for Cc1c(NC(=O)CN2CCCc3ccccc32)c(=O)n(-c2ccccc2)n1C → -2%, -3%, -9%[2.35 µM]
Shown for COc1ccc(-n2c(SCC(=O)N3CCCCC3)nc(O)cc2=O)cc1 → 0%, -8%, -9%
Shown for CSc1nnc([C@H](C)NC(=O)OC(C)(C)C)o1 → 0%, 1%, -10%

The listing picks up, repeating the four entries before the break.
SMILES | FEN1 inh | KAT2A inh | N370S GC
COc1ccccc1NC(=O)CN(c1ccccc1F)S(C)(=O)=O | 5% | 1% | 4%
CCN(C(=O)CCCC(=O)N(CC)c1ccccc1)c1ccccc1 | 7% | 4% | 15%
O=C(NNC(=O)c1cc(Br)ccc1O)c1csc(N2CCOCC2)n1 | 11% | -3% | /
CC(NC(=O)[C@H](NC(=O)[C@@H]1Cc2ccccc2CN1)c1ccccc1)c1ccccc1 (stereo not given in full) | -11% | 1% | -23%
C/C(=C\c1cccc(Cl)c1)C(=O)c1c(C)cc(C)[nH]c1=O | -14% | -21% | 4%
COc1cc(-c2nc3c(c(C)nn3-c3ccccc3)c3cc(OC)c(OC)cc23)ccc1O | -3% | -12% | 19%
c1ccc(Oc2cccc(OCCCn3cncn3)c2)cc1 | 0% | -4% | -6%
C=CCn1c(SCC(=O)Nc2ccc(O)cc2)nc2sc(CC)cc2c1=O | 2% | -6% | 27%
CCc1ccc(NC(=O)c2ccc(F)c(S(=O)(=O)N3CCN(c4cc(C)ccc4C)CC3)c2)cc1 | -14% | -17% | /
O=C(O/N=C(/c1ccccc1)c1ccncc1)c1cccc(F)c1 | -5% | -10% | 9%
CCOC(=O)c1cnn(-c2ncnc3c2oc2ccccc23)c1N | -1% | -2% | 4%
CCN(C(=O)COC(=O)/C=C/c1ccccc1)C1CCCCC1 | -5% | 1% | 8%
COc1ccccc1CC(=O)Nc1ccc2[nH]ncc2c1 | 4% | 0% | ?
CC(C)CC(C(=O)NC1CCCC1)N(Cc1ccc2c(c1)OCO2)C(=O)c1snc(C(N)=O)c1N (stereo not given) | 3% | -8% | 0%
COc1ccc(C(CNc2ccc(S(=O)(=O)N3CCN(C)CC3)cc2[N+](=O)[O-])N(C)C)cc1 (stereo not given) | -6% | 1% | -23%
O=C(O)CCC(=O)Nc1cc(C(F)(F)F)cc(C(F)(F)F)c1 | -3% | -5% | -3%
O=C(O)CCN1C(=O)/C(=C2\C(=O)N(Cc3ccccc3Cl)c3ccccc32)SC1=S | / | 5% | -2%
COc1cccc(NC(=O)c2ccc(NC(=O)C(C)C)cc2)c1 | 5% | -1% | 1%
COc1ccc2ccccc2c1C(O)c1nccn1C (stereo not given) | ? | -1% | -4%
Cc1cccn2c(=O)c3cc(S(=O)(=O)c4ccccc4)c(=N)n(Cc4cccnc4)c3nc12 | -2% | 1% | 3%
Cc1nc(SCC(=O)Nc2ccc(Cl)cc2C(F)(F)F)[nH]c(=O)c1Cc1ccccc1 | 0% | 1% | /
COc1ccc(-n2c(=S)[nH]c3cc(C(=O)NCc4ccccc4OC)ccc3c2=O)c(OC)c1 | 8% | -7% | -7%
O=C(O)c1ccc(S(=O)(=O)N(Cc2ccccc2)Cc2ccccc2)cc1 | -12% | 2% | -7%
CN(CC(=O)N1CCN(Cc2ccccc2)CC1)C(=O)Cc1cccc2ccccc12 | 9% | ? | /
CCOc1ccccc1C(=O)NCC(=O)OCC(=O)c1c(N)n(C)c(=O)n(C)c1=O | -3% | -3% | /
CCCC(C(=O)N1CCOCC1)N1C(=O)C2C3C=CC(C3)C2C1=O (stereo not given) | -5% | -5% | 11%
O=C(CSc1nncc2ccccc12)N1CCCCC1 | -1% | -5% | -17%
CC(=O)Nc1cccc(NC(=O)c2cc3ccccc3o2)c1 | 9% | -4% | -5%
O=C(Nc1cccc(F)c1)OC(CN1CCCCC1)C(F)(F)F (stereo not given) | -18% | -9% | -8%
CCOCCCNC(=O)/C(C#N)=C/c1ccc([N+](=O)[O-])o1 | -16% | -7% | -13%
CN(C)C(=O)/C=C\c1cn(-c2ccccc2)nc1-c1ccc2c(c1)OCCO2 | -19% | -7% | -11%
O=C(CN1CCCC1)Nc1c(C(=O)C2CC2)oc2ccccc12 | 0% | 2% | -2%
O=C(CSc1nc2[nH]ncc2c(=O)[nH]1)NCc1ccccc1 | -3% | 0% | -20%
CC(=NCCN1CCN(C(C)=C2C(=O)c3ccccc3C2=O)CC1)C1=C(O)CC(C)(C)CC1=O | 11% | -6% | -5%
O=C(Cn1cc(Cl)c([N+](=O)[O-])n1)NCCC1=CCCCC1 | 11% | -1% | -5%
C=C(C)C(=O)N1CC2(CC(c3cccc(NC(=O)CC)c3)=NO2)C[C@H]1C(N)=O (stereo not given in full) | 21% | 24% | 9%
CN(C)c1nc(-c2cn(CCC#N)c3ccccc23)cs1 | 1% | -6% | -25%
O=C(/C=C/C(=O)Oc1ccccc1C(=O)O)Oc1ccccc1C(=O)O | / | -15% | 8%
CCC(C)Nc1nc2c(C)cccn2c(=O)c1C=Nc1ccc(OC)cc1 (stereo not given) | -1% | 1% | 18%
Cc1ccc(N2CCN(C(=O)c3ccccc3NC(=O)/C=C\C(=O)O)CC2)cc1 | 1% | ? | -2%
Cc1ccc(-n2c(=O)c3oc4ccccc4c3n(Cc3ccccc3)c2=O)cc1C | -7% | 0% | /

Reprinted at random: three entries already listed.
SMILES | FEN1 inh | KAT2A inh | N370S GC
O=C(O/N=C(/c1ccccc1)c1ccncc1)c1cccc(F)c1 | -5% | -10% | 9%
Cc1c(/C=N\NC(=O)C2COc3ccccc3O2)c2ccccc2n1C (stereo not given) | -6% | -22% | ?
COC(=O)[C@H](Cc1ccccc1)NC(=O)N1CCCCC1C (stereo not given in full) | 6% | -2% | 1%

A section of the results above, for reference:
SMILES | FEN1 inh | KAT2A inh | N370S GC
C=C(C)C(=O)N1CC2(CC(c3cccc(NC(=O)CC)c3)=NO2)C[C@H]1C(N)=O (stereo not given in full) | 21% | 24% | 9%
CN(C)c1nc(-c2cn(CCC#N)c3ccccc23)cs1 | 1% | -6% | -25%
O=C(/C=C/C(=O)Oc1ccccc1C(=O)O)Oc1ccccc1C(=O)O | / | -15% | 8%
CCC(C)Nc1nc2c(C)cccn2c(=O)c1C=Nc1ccc(OC)cc1 (stereo not given) | -1% | 1% | 18%
Cc1ccc(N2CCN(C(=O)c3ccccc3NC(=O)/C=C\C(=O)O)CC2)cc1 | 1% | ? | -2%
